DT40 TDP1 CPT: DT40-hTDP1 cell growth loss with CPT | chicken DT40 Tdp1-/-;hTDP1 cells + 20 nM CPT, ATP luminescence, 48 h | Potency, µM (highest dose often 46.2 µM), without a hit: at the top dose activity change, negative = growth inhibition, usual class: inhibitors | 12% of 420,000 active; also: nearly all actives have a fitted effect of over 55% in size
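Cell growth measured by CellTiter-Glo luminescence after a minimum 48 h, 37 C compound exposure with 20 nM CPT in Tdp1-knockout DT40 cells stably expressing hTDP1, seeded 400/well; qHTS titration format.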
DT40 TDP1 no CPT: qHTS for Inhibitors of human tyrosyl-DNA phosphodiesterase 1 (TDP1): qHTS in cells in absence of CPT | Potency, µM (top dose mostly 46.2 µM), without a hit: top-dose activity change, negative = growth inhibition, usual class: inhibitors | 15% of 420,000 active | AID 686978, 2013 | DT40 Tdp1-/- hTDP1 cells, no CPT, ATP luminescence, 48 h; also: nearly all actives have a fitted effect of over 55% in size
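A cellular qHTS used chicken DT40 cells lacking endogenous Tdp1 but carrying stably transfected human TDP1. Compounds were applied without camptothecin, and cell growth kinetics were judged by ATP-dependent luminescence after ≥48 hr.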
GCN5L2 inh: inhibitors of human GCN5L2 histone acetyltransferase. 0.21% of 390,000 active. Q92830. GCN5L2 HAT assay, ThioGlo1 CoA-SH fluorescence. Potency, µM (series often up to 58.9 µM), without a hit: at the highest dose activity change, negative = inhibition, usual class: inhibitors
Target sequence (Q92830 whole entry, looked up): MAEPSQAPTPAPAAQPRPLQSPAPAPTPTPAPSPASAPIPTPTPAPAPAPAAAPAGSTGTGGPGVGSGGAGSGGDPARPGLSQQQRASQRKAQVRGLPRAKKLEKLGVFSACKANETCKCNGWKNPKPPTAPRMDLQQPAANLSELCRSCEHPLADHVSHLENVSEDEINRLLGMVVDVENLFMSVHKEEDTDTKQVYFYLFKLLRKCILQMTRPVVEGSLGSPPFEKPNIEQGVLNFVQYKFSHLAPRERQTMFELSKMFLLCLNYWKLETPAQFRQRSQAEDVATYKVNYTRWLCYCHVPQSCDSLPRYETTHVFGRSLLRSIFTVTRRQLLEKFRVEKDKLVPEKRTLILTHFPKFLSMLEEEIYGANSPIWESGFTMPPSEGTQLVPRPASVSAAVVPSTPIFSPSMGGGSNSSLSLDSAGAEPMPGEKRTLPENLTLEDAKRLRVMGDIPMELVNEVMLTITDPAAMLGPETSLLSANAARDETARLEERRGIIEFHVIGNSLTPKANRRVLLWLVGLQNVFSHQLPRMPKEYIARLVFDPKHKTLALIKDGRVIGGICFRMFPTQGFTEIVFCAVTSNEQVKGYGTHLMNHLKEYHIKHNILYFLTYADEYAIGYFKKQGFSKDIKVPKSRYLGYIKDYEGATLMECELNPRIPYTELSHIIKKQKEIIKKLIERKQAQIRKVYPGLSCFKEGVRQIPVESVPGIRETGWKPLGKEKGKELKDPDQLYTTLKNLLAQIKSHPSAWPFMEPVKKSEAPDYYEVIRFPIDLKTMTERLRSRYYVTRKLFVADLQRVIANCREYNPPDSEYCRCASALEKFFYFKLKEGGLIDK
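Compounds, pin-transferred from DMSO stocks, meet 20nM GCN5L2 for 15 min before the reaction begins with H3(1-25) peptide (75uM) and acetyl-CoA (70uM). Thiol-reactive ThioGlo1 reports CoA release over 20 min at room temperature.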
Active calls of the source: *; ? = inconclusive; nt = not tested or not shown. Calls follow the shape of the dose curve; as a rule, active = well fitted curve in the direction sought with a large enough effect; inconclusive = small, poorly fitted or top-dose-only effect, or another doubt; inactive = no such curve, though single readings can be large; an effect the other way counts as inactive or inconclusive. % is scaled to controls: 0 for no effect and ±100 for the full control effect; potency is read from the fitted curve at half-maximal effect. A portion of the library. The share of hits here may be higher or lower than overall.

SMILES	DT40 TDP1 CPT	DT40 TDP1 no CPT	GCN5L2 inh
COc1ccc(S(=O)(=O)Nc2ccccc2C(=O)N2CCCC2)cc1OC	-8.7%	14.1%	-18.3%
CC(=O)c1ccc(NC(=O)CCCN2C(=O)COc3ccc(C)cc32)cc1	?	-17.7%	-3.2%
Cc1ccnc(SCc2cc(=O)c(OC(=O)c3ccc(Br)o3)co2)n1	-11.7%	-0.6%	4.1%
CC1=NN(c2nc3ccccc3[nH]2)C(=O)C1Cc1ccccc1 (stereo unspecified)	1.03µM*	1.3µM*	-2.1%
CC(=O)Nc1nc(-c2ccccc2)c(-c2ccccc2)o1	-21.2%	-19.7%	0.1%
COc1cccc(N2CCN(CC(=O)Nc3nc4c(s3)CC(C)CC4)CC2)c1 (stereo unspecified)	-27.0%	-16.7%	-8.6%
CN(C)CCNC(=O)COc1ccc(Cl)cc1Cl	4.5%	-2.0%	0.3%
COc1ccc(NC2=C3CCCC=C3N(c3ccc(OC)cc3)C2=O)cc1	?	?	-10.1%
COC(=O)CN(c1ccccc1)S(=O)(=O)c1cc(Br)ccc1OC	-3.2%	-0.3%	-5.0%
NC(=O)c1cccc2c1-c1ccccc1/C2=N/NC(N)=S	15.3%	?	-0.1%
CCCCNC(=O)NNC(=O)c1ccco1	-6.2%	1.0%	-10.7%
Cc1ccc(NC(=O)c2csnn2)c(C)c1	5.8%	3.7%	-0.9%

Quoted from the listing.
GCN5L2 inh result of CN(C)CCNC(=O)COc1ccc(Cl)cc1Cl → 0.3%
DT40 TDP1 CPT result of CC(=O)Nc1nc(-c2ccccc2)c(-c2ccccc2)o1 → -21.2%

The main list resumes, starting two compounds before the break.
SMILES	DT40 TDP1 CPT	DT40 TDP1 no CPT	GCN5L2 inh
CCCCNC(=O)NNC(=O)c1ccco1	-6.2%	1.0%	-10.7%
Cc1ccc(NC(=O)c2csnn2)c(C)c1	5.8%	3.7%	-0.9%
COc1ccccc1NC(=O)N(Cc1cccs1)Cc1cc2cc3c(cc2[nH]c1=O)OCO3	?	16.4µM*	-5.8%
CN(CC(=O)Nc1ccc(Cl)c(C(F)(F)F)c1)C(=O)Cc1ccsc1	16.4µM*	16.4µM*	-5.1%
CCOC(=O)N1CCN(c2nc3ccccc3nc2C(C#N)S(=O)(=O)c2ccc(C)cc2)CC1 (stereo unspecified)	?	?	-6.9%
COc1ccc(/C=N/NC(=O)c2csc(-n3nc(C)cc3C(F)(F)F)n2)cc1	?	20.6µM*	?
CCOC(=O)N/N=C(\C)c1ccc(-n2cnnn2)cc1	-0.5%	10.6%	-2.8%
COc1ccc(C)c2sc(N(CCN(C)C)C(=O)c3ccc4ccccc4c3)nc12	18.4µM*	?	-6.6%
CCOc1ccc(-n2c(SCC(=O)Nc3ccc4c(c3)OCCO4)nc3c([nH]c4ccccc43)c2=O)cc1	?	-26.6%	2.5%
Cc1cs/c(=N\N=C2CCCCC2)n1Cc1ccco1	-10.1%	-2.8%	-4.9%
CCN(CC)CCC(c1ccc2c(c1)OCO2)c1c(OC)cc(OC)c2ccc(=O)oc12 (stereo unspecified)	13µM*	18.4µM*	-1.5%
N/C(Cc1nc(-c2ccc(Cl)cc2)cs1)=N/O	-14.9%	-25.9%	-4.0%
CCOc1ccc(C2C(C(C)=O)=C(O)C(=O)N2CCc2c[nH]c3ccccc23)cc1 (stereo unspecified)	3.6%	-29.7%	-5.5%
COc1ccc(N2CCN(C(=O)c3ccccc3)CC2)c([N+](=O)[O-])c1	-11.2%	-23.9%	1.1%
CCOC(=O)CSc1nc(=O)n2cc(C)ccc2n1	2.8%	-15.3%	-7.5%
CN(CCOc1ccccc1)CC(=O)Nc1cccc(Br)c1	8.0%	?	-1.4%
CCOc1ccc(NC(=O)C(=O)NCCc2csc(-c3ccc(F)cc3)n2)cc1	-22.0%	9.0%	-0.4%
O=C(NCc1ccc2c(c1)OCO2)c1cccnc1	11.9%	10.9%	1.6%
Cc1cccc(CSc2nc3cccnc3n2Cc2ccc(C(=O)NCc3cccs3)cc2)c1	?	?	-7.4%
C=C(NC(=O)C(=C)NC(=O)c1csc(C2=NC3c4csc(n4)C4NC(=O)c5csc(n5)C(C(C)(O)C(C)O)NC(=O)C5CSC(=N5)C(=CC)NC(=O)C(C(C)O)NC(=O)c5csc(n5)C3(CC2)NC(=O)C(C)NC(=O)C(=C)NC(=O)C(C)NC(=O)C(C(C)CC)NC2C=Cc3c(C(C)O)cc(nc3C2O)C(=O)OC4C)n1)C(N)=O (stereo unspecified)	4.11µM*	5.17µM*	-12.2%
COc1ccc(OC)c(/C=C/c2cc3ccccc3c[n+]2C)c1	2.82µM*	2µM*	nt
CC1=NN(c2nc(C)cc(C)n2)C(=O)C1CCC(C)C (stereo unspecified)	?	?	16.9%
O=C(Nc1ccc(C(=O)N2CCN(c3cccc(Cl)c3)CC2)cc1)c1nsc2ccccc12	?	13µM*	-27.4%
CSc1nnc(NC(=O)c2ccc3c(c2)OCO3)s1	-18.6%	-6.2%	?
CC12CCC(C(=O)NCc3ccccc3Cl)(CC1=O)C2(C)C (stereo unspecified)	14.8%	-8.8%	-6.6%
CCN(CC)CCCN1C(=O)C2C(C(=O)Nc3ccc(C(C)C)cc3)C3C=CC2(O3)C1C(=O)NC1CCCCC1 (stereo unspecified)	-1.1%	-13.5%	-2.9%
CCOc1ccc(NC(=O)C/C(C)=N/NC(=O)Cc2cccs2)cc1	17.8%	-1.3%	-0.5%
COc1cccc(C(=O)CN2CCN(S(=O)(=O)c3ccc(Br)cc3)CC2)c1	-22.3%	-26.0%	-2.5%
Clc1cccc(OCCCN2CCCC2)c1Cl	-24.6%	?	-1.7%
CC(=O)N1c2ccc(S(=O)(=O)N3CCC(C(=O)Nc4cccc(F)c4)CC3)cc2CC1C (stereo unspecified)	16.4µM*	?	-0.4%
COc1ccc(Cn2c(=O)c3cccnc3n(Cc3ccc([N+](=O)[O-])cc3)c2=O)cc1	?	-14.0%	-5.4%
CSc1cccc(NS(=O)(=O)c2cn(C)cn2)c1	-25.5%	-1.2%	-2.1%
COc1cc(CNC(=O)c2cc(-c3cc(F)ccc3OCC3CCCO3)n[nH]2)cc(OC)c1 (stereo unspecified)	?	20.6µM*	nt
Cc1onc(-c2ccccc2)c1C(=O)NNC(=S)NC(=O)c1ccc(F)cc1	?	?	-5.9%
N#CCNC1CC(=O)N(c2ccc(F)cc2)C1=O (stereo unspecified)	4.61µM*	?	-1.7%
COc1ccc(-c2cc(C(=O)Oc3ccc(Cl)cc3)c3ccccc3n2)cc1	?	?	12.6%
Cc1cc(C)cc(Oc2ccc(N)cc2)c1	5.1%	-4.6%	-2.6%
COc1ccc(N2CCN(C(=O)c3cn(C)c4ccc(S(=O)(=O)N(C)C5CCCCC5)cc4c3=O)CC2)cc1	-4.8%	-4.3%	-1.7%

Rewritten with values under each structure: part of the list above
Values run as follows: DT40 TDP1 CPT	DT40 TDP1 no CPT	GCN5L2 inh
> COc1cccc(C(=O)CN2CCN(S(=O)(=O)c3ccc(Br)cc3)CC2)c1
 : -22.3%	-26.0%	-2.5%
> Clc1cccc(OCCCN2CCCC2)c1Cl
 : -24.6%	?	-1.7%
> CC(=O)N1c2ccc(S(=O)(=O)N3CCC(C(=O)Nc4cccc(F)c4)CC3)cc2CC1C (stereo unspecified)
 : 16.4µM*	?	-0.4%
> COc1ccc(Cn2c(=O)c3cccnc3n(Cc3ccc([N+](=O)[O-])cc3)c2=O)cc1
 : ?	-14.0%	-5.4%
> CSc1cccc(NS(=O)(=O)c2cn(C)cn2)c1
 : -25.5%	-1.2%	-2.1%
> COc1cc(CNC(=O)c2cc(-c3cc(F)ccc3OCC3CCCO3)n[nH]2)cc(OC)c1 (stereo unspecified)
 : ?	20.6µM*	nt

Additional entries.
SMILES	DT40 TDP1 CPT	DT40 TDP1 no CPT	GCN5L2 inh
CC(=O)Oc1cccc(N2C(=O)c3ccc(C(=O)O)cc3C2=O)c1	-24.8%	-10.3%	-2.0%
CCCCC(=O)N(C)c1c(C)nc2ccc(C(=O)N(C)Cc3ccco3)cn12	-19.5%	-17.7%	nt
Cc1ccc(C)c(SCC(=O)c2ccc[nH]2)c1	?	?	-28.6%
COc1ccccc1C(=O)NC1CC(C)(C)NC(C)(C)C1	-0.6%	0.7%	1.9%
CC1Sc2ccc(S(=O)(=O)CCC(=O)Nc3ccccn3)cc2NC1=O (stereo unspecified)	-4.9%	5.9%	-5.2%
O=[N+]([O-])c1cccc(CN2CCN(c3cccc4[nH]ccc34)CC2)c1	?	?	-6.4%
Cc1cc(C)c(C#N)c(SCC(=O)Nc2cc(C)on2)n1	-7.0%	-7.8%	0.9%
Cc1cc(O)c(C(c2cccc(F)c2)N2CCN(c3ccccc3)CC2)c(=O)n1Cc1ccco1 (stereo unspecified)	-24.1%	-17.1%	-16.2%
Cc1ccc(-n2c3nc(=O)n(C)c(=O)c-3cc3ccccc32)cc1	?	?	-11.9%
COc1ccc(CCNC(=O)c2ccc3c(c2)c(C)c(C)n3Cc2ccc(F)cc2)c(OC)c1OC	18.4µM*	23.1µM*	-1.1%
CCCOc1ccc(C(C)=O)cc1CC(C(=O)OCC)C(=O)OCC	-10.7%	-14.5%	-10.6%
Brc1cccc(-c2nc3ccc(Br)cn3c2Cc2ccccc2)c1	?	?	nt
CCOC(=O)N1CCN(C(=O)CNC(=O)c2nn(-c3ccc(OC)cc3)c(=O)c3ccccc23)CC1	?	?	-2.4%
Cc1ccc2c(c1)C(c1ccc(F)cc1)N(C(=O)c1ccccc1Br)CC(=O)N2 (stereo unspecified)	-19.4%	-20.3%	23.2%
Cn1c(=O)c2cc(S(=O)(=O)Nc3cc(C(=O)O)cc(C(=O)O)c3)ccc2n(C)c1=O	-4.5%	-2.2%	-5.5%
O=C(COC(=O)c1cc(=O)[nH]c2ccccc12)Nc1nc(-c2ccccc2)cs1	-25.7%	-4.1%	0.5%
CCN1CCN(Cc2ccc(NC(=O)c3cc(NC(=O)c4cc(C)on4)cc(OC)c3)cc2C(F)(F)F)CC1	14.6µM*	16.4µM*	-1.9%
N#CC(c1ccc(O)cc1)N1CCN(C(C#N)c2ccc(O)cc2)CC1 (stereo unspecified)	-15.4%	-17.6%	nt
O=C(COC(=O)/C=C/c1ccc(S(=O)(=O)N2CCOCC2)cc1)NCc1ccc2c(c1)OCO2	?	?	-1.7%
COC(=O)CNC(=O)C1(C)C=CCN1C(=O)c1ccccc1 (stereo unspecified)	-7.2%	1.2%	1.2%
CSc1ccccc1NC(=S)N/N=C/c1cccn1Cc1ccc(F)cc1	?	23.1µM*	-17.6%
CCCOC(=O)c1[nH]c2c(c1C)C(=O)CC(c1ccc(OC)c(OC)c1)C2 (stereo unspecified)	?	-20.3%	-1.0%
CCCCC(CC)CNC(=O)CN1C(=O)CSc2ccc(S(=O)(=O)N3CCOCC3)cc21 (stereo unspecified)	16.4µM*	13µM*	1.3%
COc1ccc(C(=O)O/N=C(\N)c2ccc(OC)c(OC)c2)c(OC)c1	?	?	-23.2%

Results in DT40 TDP1 CPT, for six of the compounds above:
SMILES | DT40 TDP1 CPT
O=C(COC(=O)c1cc(=O)[nH]c2ccccc12)Nc1nc(-c2ccccc2)cs1 | -25.7%
CCN1CCN(Cc2ccc(NC(=O)c3cc(NC(=O)c4cc(C)on4)cc(OC)c3)cc2C(F)(F)F)CC1 | 14.6µM*
N#CC(c1ccc(O)cc1)N1CCN(C(C#N)c2ccc(O)cc2)CC1 (stereo unspecified) | -15.4%
O=C(COC(=O)/C=C/c1ccc(S(=O)(=O)N2CCOCC2)cc1)NCc1ccc2c(c1)OCO2 | ?
COC(=O)CNC(=O)C1(C)C=CCN1C(=O)c1ccccc1 (stereo unspecified) | -7.2%
CSc1ccccc1NC(=S)N/N=C/c1cccn1Cc1ccc(F)cc1 | ?

(list continues)
SMILES	DT40 TDP1 CPT	DT40 TDP1 no CPT	GCN5L2 inh
CC(Sc1ncn[nH]1)C(=O)Nc1ccc(Cl)cn1 (stereo unspecified)	-1.0%	-10.8%	-3.8%
CSc1ccccc1NC(=O)CN(C)C(=O)C1CC(=O)N(C(C)c2ccccc2)C1 (stereo unspecified)	-5.4%	-14.9%	-12.5%
O=C(c1ccc(F)cc1)N(Cc1ccccc1)C1CCS(=O)(=O)C1 (stereo unspecified)	-16.7%	-20.7%	-4.4%
Cc1ccc(N2CC(C(=O)Nc3ccc(S(=O)(=O)N4CCOCC4)cc3)CC2=O)cc1Cl (stereo unspecified)	-17.0%	?	-7.2%
COc1ccc(NC(=O)c2cccs2)cc1NC(=O)c1ccco1	?	?	-12.0%
CCN(CC)CCn1c(=N)n(CC(O)COc2ccccc2C)c2ccccc21 (stereo unspecified)	8.2µM*	2.59µM*	-6.0%
N[C@@H](Cc1ccccc1)C(=O)N1CCC(C(=O)N[C@@H](Cc2c[nH]c3ccccc23)C(=O)O)CC1	-11.6%	-10.1%	-1.3%
COc1cc(OC)c(-c2nc(-c3ccncc3)no2)cc1OC	?	16.4µM*	-7.6%
CCCCCCCCN1[C@@H](CC(C)=O)c2ccc(/C=C/C(C)=O)cc2S1(=O)=O	3.98µM*	5.62µM*	nt
